BoNT-A LC inh2 – BoNT/A light chain protease inhibitors, primary screen, biochemical, flow cytometry, MLPCN library; multiplex microsphere protease substrate cleavage; actives 0.17% (n = 360,000); inhibition, % at 10 µM; AID 588499, 2011; Botulinum neurotoxin type A light chain protease (Clostridium botulinum A str. ATCC 3502); note: plate controls were buffer without enzyme for full effect and enzyme alone for no effect
BoNT-F LC inh – BoNT/F light chain protease inhibitors, primary screen, biochemical, flow cytometry, MLPCN library. Multiplex microsphere protease cleavage assay. AID 588497, 2011. actives 0.22% (n = 360,000). inhibition, % at 10 µM; in the data active = inhibition above about 35%, passing the limit was not always enough; inconclusive = no clear call, values can overlap the other calls; note: plate controls were buffer without enzyme for full effect and enzyme alone for no effect
GDH-TPI inh – GDH-TPI coupling enzyme inhibitors, primary screen, artefact control for M. tuberculosis FBA inhibitor project, biochemical, absorbance, full deck; inhibition, % at 4.8 µM; actives 1.2% (n = 360,000); GDH-TPI coupled enzyme counterscreen, NADH absorbance; in the data active = inhibition above about 30%;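 note: 0% = DMSO wells and 100% = wells lacking the enzyme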
UGM FP inh – M. tuberculosis UGM enzyme inhibitors, primary screen, biochemical, fluorescence polarization, single point | UDP-galactopyranose mutase (Mycobacterium tuberculosis (strain ATCC 25618 / H37Rv)), … | purified UGM, fluorescence polarization probe displacement | inhibition, % at 10 µM | actives 0.06% (n = 320,000); in the data active = inhibition above about 10%, passing the limit was not always enough; inconclusive = no clear call, values can overlap the other calls
Target sequence (P9WIQ1 whole entry, looked up): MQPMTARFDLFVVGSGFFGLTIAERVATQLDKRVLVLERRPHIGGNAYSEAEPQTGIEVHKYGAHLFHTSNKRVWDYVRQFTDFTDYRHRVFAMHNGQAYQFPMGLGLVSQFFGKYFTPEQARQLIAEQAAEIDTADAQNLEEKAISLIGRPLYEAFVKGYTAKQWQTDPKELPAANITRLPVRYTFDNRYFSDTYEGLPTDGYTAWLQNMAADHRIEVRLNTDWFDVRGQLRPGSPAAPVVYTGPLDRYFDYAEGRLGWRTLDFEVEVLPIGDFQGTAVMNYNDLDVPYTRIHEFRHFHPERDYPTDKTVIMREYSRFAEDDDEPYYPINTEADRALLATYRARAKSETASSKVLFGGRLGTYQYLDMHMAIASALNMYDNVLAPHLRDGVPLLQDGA
FadD28 FP inh – inhibitors of FadD28 bisubstrate probe binding, primary screen, biochemical, fluorescence polarization, single point | AID 588549, 2011 | Mycobacterium tuberculosis FadD28 fatty-acid-AMP ligase | actives 0.22% (n = 360,000) | inhibition, % at 12.5 µM; in the data active = inhibition above about 8.5%, passing the limit was not always enough; inconclusive = no clear call, values can overlap the other calls
Mtb FBA inh – Mtb FBA enzyme inhibitors, primary screen, biochemical, fluorescence, strain H37Rv; Fructose-bisphosphate aldolase (Mycobacterium tuberculosis (strain ATCC 25618 / H37Rv)), …; actives 2.3% (n = 360,000); AID 588726, 2011; inhibition, % at 1 µM; purified M. tuberculosis FBA, fluorescence read-out; in the data active = inhibition above about 27%;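 note: 0% = vehicle and 100% = reference inhibitor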
Target sequence (P9WQA3 whole entry, looked up): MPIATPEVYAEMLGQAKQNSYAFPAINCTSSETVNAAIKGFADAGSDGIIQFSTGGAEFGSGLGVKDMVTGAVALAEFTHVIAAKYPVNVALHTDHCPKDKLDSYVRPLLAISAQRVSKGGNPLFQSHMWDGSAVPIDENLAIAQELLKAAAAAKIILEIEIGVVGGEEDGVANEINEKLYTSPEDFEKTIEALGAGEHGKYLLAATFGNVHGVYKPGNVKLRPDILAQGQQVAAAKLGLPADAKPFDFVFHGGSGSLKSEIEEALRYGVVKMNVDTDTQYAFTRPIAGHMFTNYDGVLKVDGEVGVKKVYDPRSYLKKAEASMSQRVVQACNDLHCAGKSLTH
BioA inh – M. tuberculosis BioA enzyme inhibitors, primary screen, biochemical, plate reader, single point, HTS | actives 0.096% (n = 360,000) | inhibition, % at 9.99 µM | 7,8-diaminopelargonic acid synthase BioA (Mycobacterium tuberculosis) | AID 602481, 2012 | purified M. tuberculosis BioA enzyme; in the data active = inhibition above about 40%; inconclusive = no clear call, values can overlap the other calls
PfHsp40 rescue – rescue of yeast from PfHsp40 toxicity, primary screen, S. cerevisiae, ATP luminescence. S. cerevisiae expressing PfHsp40, growth rescue. growth rescue, % at 12.5 µM. actives 0.68% (n = 340,000). AID 504582, 2011; in the data active = growth rescue above about 28%, passing the limit was not always enough; inconclusive = no clear call, values can overlap the other calls;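 note: yeast W303a lacking pdr1 and pdr3 grown in galactose medium; growth measured after three days at 30 °C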
Anthrax LF inh2 – Bacillus anthracis LF protease inhibitors, primary screen, biochemical, multiplex microsphere, MLPCN library; Lethal factor (Bacillus anthracis), P15917; multiplex microsphere protease cleavage assay; inhibition, % at 10 µM; actives 0.12% (n = 360,000); AID 588501, 2011; note: plate controls were buffer without enzyme for full effect and enzyme alone for no effect
* = called active by the depositor; u = inconclusive; x = no result given. Cut-off read from the data, not from the text of the source, unless noted: active = inhibition above about 30%; inconclusive = no clear call, values can overlap the other calls; inactive = below that.

SMILES	BoNT-A LC inh2	BoNT-F LC inh	GDH-TPI inh	UGM FP inh	FadD28 FP inh	Mtb FBA inh	BioA inh	PfHsp40 rescue	Anthrax LF inh2
CCN1CCN(C(c2cc3cccc(C)c3[nH]c2=O)c2nnnn2Cc2ccccc2)CC1 (configuration not stated)	-0.3	-7	28	0.6	-1.8	0	-0.5	-1.7	1
Cc1ccc(NC(=O)N2CCCC2C(=O)NCc2ccc(Cl)cc2)cc1 (configuration not stated)	-6.8	-5	8	0.2	-0.1	1	4.4	1.1	-9
COc1cccc(CN(C)CC2CCCN(CCc3ccccc3C)C2)c1 (configuration not stated)	x	x	4	1.4	-2.3	1	0.2	-1.2	x
CC1CCCCN1CCNC(=O)Cn1nc(-c2ccccc2)ccc1=O (configuration not stated)	-0.6	-3	7	0.9	-1.1	2	-0.1	-1.1	-2
Cc1nc(C(=O)NC2CCCCC2)sc1C1(C)CC(c2cccc([N+](=O)[O-])c2)=NO1 (configuration not stated)	0.3	0	3	2.3	-0.4	-1	-0.9	-0.7	8
Cc1c(Cl)cccc1NC(=O)COC(=O)CCc1nc2ccccc2n1-c1ccccc1	-0.9	-14	1	x	-1.2	-2	-0.9	0.5	-3
O=C(COC(=O)COc1ccccc1)Nc1cccc([N+](=O)[O-])c1	0.1	-1	3	1.2	2.7	0	x	-0.2	-1
CCN(C(=O)c1ccc(S(=O)(=O)N2CCOCC2)cc1)C1CCS(=O)(=O)C1 (configuration not stated)	x	x	4	x	-1.0	1	x	-0.5	x
COc1cc(OC)c(NC(=O)Cc2cccs2)cc1Cl	3.7	17	9	-0.1	-2.0	5	-0.7	0.4	10
COc1ccc(N2C(=O)c3cccc4cc(Br)cc(c34)C2=O)cc1	-0.5	0	2	2.6	-1.0	-2	-0.5	-1.0	0
Cc1ccc2c([N+](=O)[O-])c(C)ccc2n1	-0.6	-14	-1	0.0	-0.6	1	-1.3	-0.2	-6
CC1=C(C(=O)OC(C)C)C(c2ccccc2)NC(=S)N1C (configuration not stated)	0.1	-6	9	-1.1	-1.2	2	0.1	-0.3	0
CCc1nnc(NC(=O)C2c3ccccc3Oc3ccccc32)s1	-0.3	15	11	-2.5	-0.5	4	-4.8	-1.2	2
CCn1nnnc1SCC(=O)c1ccc(C)cc1C	0.5	u	-3	-2.0	-1.8	3	-0.6	-0.4	1
CN1CCN(C(=O)CN2C(=O)COc3ccc(S(=O)(=O)N4CCOCC4)cc32)CC1	1.8	-4	-3	-1.3	-4.8	-3	-1.7	-0.4	0
CC1CCCN(C(=O)C2CCN(S(=O)(=O)c3cccc4cccnc34)CC2)C1 (configuration not stated)	0.2	-4	-1	1.3	-2.3	2	1.9	-1.2	-8
Cc1cc([N+](=O)[O-])ccc1NC(=O)Nc1ccccc1F	0.1	-1	4	1.1	1.3	-1	x	1.1	2
C=CCOc1c2ccc(C(=O)NCCc3ccc(C)cc3)cc2nn1C	0.4	7	9	1.3	-0.7	15	0.3	-0.7	8
O=C(COC(=O)c1ccc(F)cc1F)NCCNC(=O)COC(=O)c1ccc(F)cc1F	0.1	0	1	-0.9	-0.4	-2	-1.1	-1.1	2
Cc1cc2ncn(C3CC(=O)N(Cc4ccccc4)C3=O)c2cc1C (configuration not stated)	0.2	2	-11	0.5	-3.3	-2	0.1	-1.2	0
COc1ccc(/C=N/NC(=O)c2ccncc2)cc1Cn1nc([N+](=O)[O-])c(Br)c1C	-0.5	-3	11	1.1	-9.4	-2	x	0.4	0
COc1ccccc1N1C(=NC(=O)CCc2ccccc2)SC2CS(=O)(=O)CC21 (configuration not stated)	-0.6	-2	-9	1.7	-2.6	1	-1.7	0.8	1
COc1ccccc1Oc1ccc(NC(=O)c2ccc(Cl)cc2)cc1	0.2	3	5	-0.5	0.0	0	x	0.4	-3
COc1ccc(NC(=O)c2ccc(-c3ccccc3)cc2)cc1NS(=O)(=O)c1ccc(F)cc1	-0.8	-5	15	0.8	-0.9	0	x	0.5	3
O=C(CCn1c(=O)oc2ccccc21)N1CCN(c2ccc(F)cc2)CC1	-0.4	-2	-5	-0.2	-1.7	1	1.9	-0.1	-3

New compounds follow.
SMILES	BoNT-A LC inh2	BoNT-F LC inh	GDH-TPI inh	UGM FP inh	FadD28 FP inh	Mtb FBA inh	BioA inh	PfHsp40 rescue	Anthrax LF inh2
Cc1ccc(C(=O)NCCSCc2ccc(Cl)cc2Cl)cc1[N+](=O)[O-]	-0.1	0	3	-1.2	17*	-3	x	10	0
Cc1ccc(-c2n[nH]c(=S)n2/N=C\c2ccco2)cc1	0.0	0	2	1.1	-3.0	-4	1.2	0.3	-2
COC(=O)c1ccccc1Oc1c(F)c(F)nc(N2CCOCC2)c1F	-0.1	-2	3	1.1	-2.3	3	-0.2	0.4	-6
Cc1ccc2[nH]c(CN3CCC(CO)(CC4CCCCO4)CC3)c(C)c2c1 (configuration not stated)	0.3	-4	4	-5.2	1.3	2	0.4	-2.2	-2
CCc1cccc(C)c1NC(=O)Nc1c(Br)cnn1C	-2.9	7	-1	0.7	x	2	-1.3	-0.4	-9
C=CCN(c1cccc(C(F)(F)F)c1)S(=O)(=O)c1cccc(C(=O)OCC(=O)Nc2ccccc2)c1	-0.8	-4	2	1.9	-7.6	-2	x	1.3	-2
COc1cc(NC(=O)Cc2ccccc2OC)cc(OC)c1	-0.3	-6	-6	1.3	-2.8	0	3.5	-0.6	0
COc1cc(NC2c3ccccc3C(=O)N2Cc2ccc3c(c2)OCO3)cc(OC)c1OC (configuration not stated)	-0.1	-1	-1	-2.5	-3.1	0	1.3	0.0	-7
O=S(=O)(NCc1csc(-c2cccnc2)n1)c1cccs1	1.4	-2	1	-2.8	-6.6	-2	2.4	-0.4	3
COc1ccc(Cn2nnnc2C(c2cc3cccc(C)c3[nH]c2=O)N2CCOCC2)cc1 (configuration not stated)	-0.8	8	7	5.3	-2.1	6	-1.9	-1.0	-3
O=c1[nH]c2ccc(Br)cc2c(-c2ccccc2)c1CN1CCOCC1	1.9	4	8	-0.8	-3.7	-3	-1.3	-1.1	-1
OC(CNCc1ccccc1F)COc1cccc2ccccc12 (configuration not stated)	2.3	35*	-1	-3.0	-3.3	1	x	0.2	6
CC(NC(=O)c1ccc(NC(=O)CC2SC(N3CCCC3)=NC2=O)cc1)c1ccccc1 (configuration not stated)	x	x	-8	-3.4	-1.2	1	-1.4	-0.4	x
CCCn1c(N)c(N(CCOC)C(=O)CSc2ccccc2)c(=O)[nH]c1=O	-0.8	1	1	0.4	-2.4	-1	-0.3	0.7	-3
O=C(O)COc1ccccc1C=NNC(=O)c1ccc(NS(=O)(=O)c2cccs2)cc1	1.0	3	22	-0.7	x	-1	-0.1	0.0	0
CCOc1ccc(NC(=O)C2CC(=O)N(C(C)C)C2)cc1 (configuration not stated)	-0.1	3	5	0.5	-3.8	1	-0.9	0.5	2
COc1ccc(C(=O)N2CCN(c3ccc(NC(=O)Cc4ccccc4)cc3)CC2)cc1	-1.0	-5	0	2.9	-1.8	0	0.2	-0.6	-4
COC(=O)c1ccc(NC(=O)CN(c2ccc(OC)cc2)S(C)(=O)=O)cc1	0.3	5	4	0.5	-2.9	-7	1.5	-0.2	2
Fc1ccc(F)c(C2=NNC(=Nc3ccccc3F)SC2)c1	0.3	1	-3	1.2	-5.1	-3	-1.1	4.5	-2
Cc1cc(C(=O)OCC(=O)NC2CCCCC2C)c2ccccc2n1 (configuration not stated)	-0.6	-3	6	-3.0	0.0	5	-3.4	-1.1	0
Cc1ccc(S(=O)(=O)N2CCc3ccccc3C2)cc1	-0.8	-9	11	0.5	0.4	2	-1.2	0.3	-10
Cc1ccc(C(C)C)c(OCC(=O)NN=C2CCCC(=O)C2)c1	0.5	3	-4	-1.2	-2.9	-4	-0.8	-1.2	0
O=[N+]([O-])c1ccc(Cl)c(S(=O)(=O)Nc2ccc(-c3ccc(N4CCCC4)nn3)cc2)c1	-1.5	-5	6	-3.7	1.3	-3	-0.6	2.4	-5
COc1ccc([C@@H]2[C@@H]3C(=O)N(C(C)(C)C)C(=O)[C@@H]3[C@]3(C)C(=O)N(c4cccc(Cl)c4)C(=O)N23)cc1	-0.6	2	11	0.4	-3.3	5	0.0	0.4	5
CCOC(=O)c1c(NC(=O)COc2ncnc3ccccc23)sc(C)c1C	0.2	0	5	-0.2	-1.9	-2	x	0.4	-1

Further structures.
SMILES	BoNT-A LC inh2	BoNT-F LC inh	GDH-TPI inh	UGM FP inh	FadD28 FP inh	Mtb FBA inh	BioA inh	PfHsp40 rescue	Anthrax LF inh2
Cc1nc(Nc2ccc(F)cc2)[nH]c(=O)c1CCC(C)C	1.0	-5	-4	0.8	-4.5	-1	4.3	-1.4	1
Cc1ccc(-c2nc(SC(C)C(=O)NC3CC3)n[nH]2)cc1 (configuration not stated)	0.3	1	12	x	-0.8	2	-0.6	x	-2
O=C(CCC1CCCC1)Nc1cccc(Cc2ccncc2)c1	-0.1	5	0	-1.2	0.2	-3	x	1.0	-3
CNC(=O)c1cc2cccc(OC)c2oc1=O	0.0	-9	12	-1.4	-0.6	3	-1.0	-0.8	1
COc1ccc(CC(=O)N(Cc2ccccc2)c2ccc(C)cc2)cc1OC	-0.5	-4	-3	-0.9	-5.1	-3	0.5	1.9	-1
Cn1cc(/C=C(\NC(=O)c2ccccc2Cl)C(=O)NCCCn2ccnc2)c2ccccc21	-0.1	0	24	0.3	-1.5	1	x	0.0	-5
O=C(CN1CCOC1=O)N1CCCC(N2CCN(c3cccc(C(F)(F)F)c3)CC2)C1 (configuration not stated)	2.6	11	7	-1.2	-0.3	1	-0.6	0.5	5
Cc1cc2nc(C(C)(C)C)c(Cc3ccccc3)n2c(C)c1Br	-0.5	-7	x	x	-1.8	4	-0.9	x	-8
COc1ccc(C)cc1NC(=O)C1C2C=CC(C2)C1C(=O)O (configuration not stated)	0.8	8	10	0.9	-1.4	-1	1.0	-1.4	1
Cc1c2cnn(CC(=O)NCc3ccccn3)c(=O)c2c(C)n1Cc1ccccc1	0.2	-1	5	-1.1	-2.5	-1	34	-0.6	-4
COc1ccc(NC(=O)CSc2ccc(-c3sc(C)nc3C)nn2)cc1OC	-0.5	7	5	-0.3	-3.6	-2	3.6	0.4	-4
O=c1[nH]c(N2CCN(Cc3ccccc3)CC2)nc2c1CCC2	0.0	1	-3	-0.8	-0.5	-2	x	0.4	-5
O=C1c2ccccc2C(=O)N1CC(O)COc1ccccc1Cl (configuration not stated)	x	x	2	-0.4	-1.0	1	-0.5	0.3	x
CCOC(=O)O[C@]1(C(=O)COC(=O)CC)CC[C@H]2[C@@H]3CCC4=CC(=O)C=C[C@]4(C)[C@H]3[C@@H](O)C[C@@]21C	-0.3	-3	-8	-4.6	-3.5	-1	2.4	0.3	8

Arranged by SMILES length (low to high): some entries from above.
SMILES	BoNT-A LC inh2	BoNT-F LC inh	GDH-TPI inh	UGM FP inh	FadD28 FP inh	Mtb FBA inh	BioA inh	PfHsp40 rescue	Anthrax LF inh2
COc1ccc(C)cc1NC(=O)C1C2C=CC(C2)C1C(=O)O (configuration not stated)	0.8	8	10	0.9	-1.4	-1	1.0	-1.4	1
Cc1ccc(-c2nc(SC(C)C(=O)NC3CC3)n[nH]2)cc1 (configuration not stated)	0.3	1	12	x	-0.8	2	-0.6	x	-2
COc1ccc(CC(=O)N(Cc2ccccc2)c2ccc(C)cc2)cc1OC	-0.5	-4	-3	-0.9	-5.1	-3	0.5	1.9	-1

From PubChem

The order is random; overall some 4.7% were active at least once.
